# LDHA block = blocks human lactate dehydrogenase A. P00338. purified LDHA, NADH/diaphorase-resazurin fluorescence; stronger effect = lower value. activity change, % (values are at about 110 or 230 µM). actives 0.15% (n = 480,000); in the data active = activity change below about -30%; inconclusive = mostly about -25% to -30%;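 also: plate controls were DMSO wells for no effect and wells without enzyme for full effect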
#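 Enzyme activity of human lactate dehydrogenase 5 (2 nM; 0.06 mM NADH, 0.2 mM pyruvate, 5 min, RT) is measured via a resazurin/diaphorase fluorescence readout of residual NADH.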
# PI4K2A inh = inhibitors of human PI4K2A. Q9BTU6. purified PI4K2A, ADP-Glo luminescence, 1 h; stronger effect = lower value. activity change, negative = inhibition, % at 76.9 µM. actives 0.13% (n = 420,000). AID 1346378; in the data active = activity change below about -50%; inconclusive = mostly about -30% to -49%;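 also: -100% = wells without enzyme as full effect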
#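 PI4K2A activity was measured by ADP-Glo luminescence: enzyme (4 ug/mL stock) and phosphatidylinositol (1.2 mM stock) in Tris pH 7.5/MgCl2/EGTA/Triton X-100 buffer were reacted with ATP (300 microM stock) for one hour at ambient temperature.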
# Glioma ERSR ind = inducers of ER stress response in human glioma cells; actives 0.02% (n = 420,000); U87-MG GRP78 promoter luciferase reporter, 16 h; Potency, µM, for inactives: top-dose activation, hits mostly activators; also: potency is read from the fitted curve at half-maximal effect; series mostly up to about 76 µM; % of control where 0% means no effect; nearly all actives have a fitted effect of over 35% in size
#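 Stably transfected U87-MG human glioma cells carrying a GRP78-based luminescent sensor were seeded at 1000 cells/well, pin-dosed with compounds and incubated 16 h. Luciferase reagent was then added, and end-point luminescence was read after 10 min at room temperature.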
# USP1-UAF1 inh = inhibitors of human USP1/UAF1 deubiquitinase; recombinant USP1/UAF1, Ub-Rhodamine cleavage fluorescence; actives 0.23% (n = 390,000); O94782; AID 743255; Potency, µM (doses to about 57.1 µM), for the others: at the highest dose activity change, negative = inhibition, hits mostly inhibitors; also: potency is read from the fitted curve at half-maximal effect; % is scaled to controls: 0 for no effect and ±100 for the full control effect; nearly all actives have a fitted effect of over 60% in size; inactives centre near -12
#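 1 nM enzyme complex + cpd, 15 min RT; start with Ub-Rho 150nM final; kinetic fluorescence ex 480/em 540, 6 reads q60 s. Buffer 50mM HEPES pH 7.8, 0.5mM EDTA, 0.1 mg/ml BSA, 1mM TCEP, 0.01% Tween-20.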
# IDH1 R132H inh = human IDH1 R132H inhibition. O75874. IDH1-R132H enzyme, NADPH consumption, diaphorase/resazurin fluorescence. Potency, µM (titrated, usually from 76.6 µM), for the others: at the top dose activity change, negative = inhibition, most hits filed as inhibitors. actives 0.093% (n = 390,000); also: potency is read from the fitted curve at half-maximal effect; % is scaled to controls: 0 for no effect and ±100 for the full control effect; nearly all actives have a fitted effect of over 65% in size
#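 IDH1-R132H (0.5 ug/mL) preincubated 30 min with compound, then NADPH (0.016 mM) and alpha-KG (2 mM) added; 80 min at RT, pH 7.5. Remaining NADPH coupled via diaphorase/resazurin to fluorescence (540/590 nm); concentration-response curves normalized to no-enzyme control.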
# RXFP1 ag = RXFP1 (human) receptor agonism. Q9HBX9. HEK293T-RXFP1 cAMP TR-FRET, 30 min; response scale: percent of porcine relaxin response, buffer zero. Potency, µM (titrated, usually from 57.5 µM), for the others: top-dose activation, actives largely listed as activators. actives 0.3% (n = 370,000). AID 2676; also: potency is read from the fitted curve at half-maximal effect; % is scaled to controls: 0 for no effect and ±100 for the full control effect; nearly all actives have a fitted effect of over 60% in size; many of its hits are not listed in these tables
#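 Agonist response is measured as cAMP accumulation in an RXFP1-transfected HEK293T line under PDE4 inhibition. Values are scaled between buffer-only and 29 nM porcine relaxin, and EC50s come from standard Hill equation fits.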
# TrxR1 substrate = rat thioredoxin reductase 1 substrate activity; O89049; purified TrxR1 substrate turnover, NADPH consumption readout; Potency, µM (series often up to 114 µM), inactives show top-dose activity change, negative = substrate turnover; actives 0.01% (n = 390,000); AID 588456; also: potency is read from the fitted curve at half-maximal effect; % is scaled to controls: 0 for no effect and ±100 for the full control effect; nearly all actives have a fitted effect of over 50% in size
# Target sequence (O89049 whole entry, looked up): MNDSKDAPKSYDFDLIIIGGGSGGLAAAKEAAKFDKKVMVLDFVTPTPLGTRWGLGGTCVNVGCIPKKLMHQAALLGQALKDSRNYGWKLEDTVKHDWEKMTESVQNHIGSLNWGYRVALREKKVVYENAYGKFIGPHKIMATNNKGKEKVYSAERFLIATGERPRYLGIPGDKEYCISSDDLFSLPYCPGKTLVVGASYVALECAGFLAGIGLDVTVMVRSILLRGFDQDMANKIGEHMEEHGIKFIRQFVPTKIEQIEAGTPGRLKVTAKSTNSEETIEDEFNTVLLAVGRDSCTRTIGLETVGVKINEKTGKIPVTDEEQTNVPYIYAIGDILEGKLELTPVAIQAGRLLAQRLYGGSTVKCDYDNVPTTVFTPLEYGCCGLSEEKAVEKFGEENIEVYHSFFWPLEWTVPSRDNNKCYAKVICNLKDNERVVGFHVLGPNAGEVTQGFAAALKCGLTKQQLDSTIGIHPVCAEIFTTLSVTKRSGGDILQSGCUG
#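 Rat TrxR1, dispensed at 90 nM, was prereduced with 400 uM NADPH (final) for 5 min at ~22 deg C, then incubated with compound 15 min before 400 uM selenite. A first-read NADPH fluorescence drop versus no-compound background flagged substrates.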
# Vif-A3F inh = blocks the Vif interaction with APOBEC3F | HeLa A3F-eYFP + Vif (tagged APOBEC3F with the HIV-1 protein that degrades it), YFP fluorescence increase | Potency, µM (titrated, usually from 46.1 µM), without a hit: at the top dose activity, negative = active | actives 0.2% (n = 390,000) | AID 602313; also: potency is read from the fitted curve at half-maximal effect; % of control where 0% means no effect; nearly all actives have a fitted effect of over 65% in size
#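 HeLa cells stably expressing A3F-eYFP plus Vif, plated and incubated overnight at 37 deg C, then exposed to compounds overnight at 37 deg C. Blocked degradation read as raised yellow fluorescence (Ex 488/Em 500-530).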
# Vif-APOBEC3G blk = blocks the Vif interaction with human APOBEC3G; Q9HC16; HeLa A3G-eYFP + Vif (tagged APOBEC3G with the HIV-1 protein that degrades it), YFP fluorescence, overnight; Potency, µM (titrated, usually from 46.1 µM), inactives show at the highest dose activity, negative = active, hits mostly inhibitors; actives 0.076% (n = 410,000);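 also: potency is read from the fitted curve at half-maximal effect; % is scaled to controls: 0 for no effect and ±100 for the full control effect; nearly all actives have a fitted effect of over 60% in size; hits raise eYFP signal because A3G escapes Vif-driven loss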
# Target sequence (Q9HC16 whole entry, looked up): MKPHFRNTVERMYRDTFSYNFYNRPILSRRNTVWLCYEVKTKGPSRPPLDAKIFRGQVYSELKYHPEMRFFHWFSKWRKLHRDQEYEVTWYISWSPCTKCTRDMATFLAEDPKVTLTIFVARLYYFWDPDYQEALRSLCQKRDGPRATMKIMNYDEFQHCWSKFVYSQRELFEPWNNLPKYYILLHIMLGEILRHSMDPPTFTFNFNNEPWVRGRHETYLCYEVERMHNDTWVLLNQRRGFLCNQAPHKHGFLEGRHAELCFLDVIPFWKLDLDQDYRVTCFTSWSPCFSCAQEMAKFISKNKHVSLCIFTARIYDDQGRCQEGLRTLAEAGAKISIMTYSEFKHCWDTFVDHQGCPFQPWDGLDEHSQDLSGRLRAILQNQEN
#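 Read-out is eYFP fluorescence (Ex 488/Em 500-530) from Vif-expressing HeLa A3G-eYFP cells; more signal means A3G escaped Vif-mediated degradation. Cells plated overnight, compound pinned in, incubated overnight at 37 deg C.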
# Starred values were filed as active, the others as inactive; ? = inconclusive; · = not tested or not shown; & = joins results of further samples; [ ] = another dose, or the depositor's remark. Unless noted, calls follow the shape of the dose curve; as a rule, active = well fitted curve in the direction sought with a large enough effect; inconclusive = small, poorly fitted or top-dose-only effect, or another doubt; inactive = no such curve, though single readings can be large; an effect the other way counts as inactive or inconclusive. These rows are one share of the data. The share of hits here may be higher or lower than overall.
structure	LDHA block	PI4K2A inh	Glioma ERSR ind	USP1-UAF1 inh	IDH1 R132H inh	RXFP1 ag	TrxR1 substrate	Vif-A3F inh	Vif-APOBEC3G blk
CCOc1ccc(CNC(=O)c2ccc(NC(=O)N3CCCCc4ccccc43)cc2)cc1	0	-5	-2%	-15%	11%	-3.4%	0%[57.1 µM]	-10%	4%
CN1CCC(N2CCN(C3CN(Cc4ccc(F)cc4)S(=O)(=O)C3)CC2)CC1 (centres undefined)	-1	0	-3%	·	·	·	·	·	0%
COc1ccccc1NS(=O)(=O)c1cc(C(=O)NC2CCN(Cc3ccccc3)CC2)ccc1C	0	-1	-1%	-21%	2%	·	5%	-6%	1%
CC(C)(NO)/C(=N/O)c1cccs1	0	-4	1%	1%	0%	0.6%	-7%	-23%	0%
COc1cc(C2C(=O)N(C3CCCCC3)CC(=O)N2C2CCCC2)ccc1OC(C)C (centres undefined)	3	-12	-2%	-5%	20%	0.9%	6%[57.1 µM]	2%	0%
Cc1ccc(/C=C/S(=O)(=O)NCc2ccc(F)cc2)cc1	-15	5	0%	-11%	-3%	0.6%	1%[57.1 µM]	15%	1%
C=CCn1c(NC(=O)c2ccccc2)nc2ccccc21	-14	-7	1%	-22%	5%	3.8%	0%	5%	1%
CCc1cccc2sc(N3CCN(C(=O)C4CC4)CC3)nc12	3	-2	-1%	-20%	14%	2.7%	1%[57.1 µM]	-8%	1%
CCOCCCN(C(=O)Cn1nnc(-c2ccc(OC)c(OC)c2)n1)C(CC)C(=O)NC1CCCC1 (centres undefined)	-2	-3	0%	-2%	12%	-1.7%	5%[57.1 µM]	0%	-6%
O=C(c1cc(-c2ccc(O)cc2)on1)N1CCN(c2ccccc2)CC1	-9&-3	-2&-2	5%&-1%	-8%&-21%	9%&0%	-0.1%&2.2%	13%[0.0914 µM]	3%&1%	-5%&-4%
CCc1nnc(NC(=O)CSc2nnc(-c3ccccc3O)n2-c2ccc(C)cc2)s1	-6	0	-4%	-13%	5%	0.0%	10%[57.1 µM]	-2%	?
Nc1ccc(C(=O)OCC(=O)Nc2cc([N+](=O)[O-])ccc2F)cc1	-6	-5	-1%	1%	1%	0.1%	-3%	-1%	2%
Cc1cc2c(cc(C(=O)OCC(=O)NCc3ccco3)n2C)s1	-4	-9	1%	-14%	-2%	0.9%	-2%	4%	?
CN(C(=O)c1cccc(NC(=O)Cc2ccc(NC(=O)C3CCN(C(=O)C4CC4)CC3)cc2)c1)C1CCCCC1	3	-1	-1%	-20%	7%	·	0%	1%	-16%
CCc1nc(-c2cc(S(=O)(=O)N3CCN(c4ccccc4F)CC3)ccc2OC)no1	-11	2	-3%	?	14%	0.3%	-3%	-14%	7%
CC1CC(C)(C)NC(=S)N1CCC(=O)N1CCN(c2ccccc2)CC1 (centres undefined)	-4	0	0%	-14%	7%	-1.8%	6%[57.1 µM]	2%	-2%
CCN(CC)S(=O)(=O)c1ccc(N2CCCCC2)c(NC(=O)C2CCN(C(=O)c3ccc(F)cc3)CC2)c1	-2	0	-4%	-5%	-9%	1.2%	-4%[57.1 µM]	-28%	2%
Cc1ccc(CS(=O)(=O)c2ncc(Cl)c(C(=O)Nc3nnc(C)s3)n2)cc1	1	?	-17%	-25%	7%	7.0%	6%	1%	?
COc1cc(CSc2ncc(CO)n2Cc2ccc(C)cc2)cc(OC)c1	3	-1	-3%	-1%	1%	-0.3%	3%[57.1 µM]	3%	4%
CCc1ccccc1NC(=O)C1(S(=O)(=O)c2ccc(C)cc2)CC1	-2	-14	-1%	-16%	13%	0.5%	7%	-7%	5%
CCCOc1ccc(C(=O)NCCC(=O)NCCCC(=O)OCC)cc1	-6	2	-1%	?	12%	0.0%	15%	3%	-1%
CCn1c(=O)c2c(nc3n2CCCN3Cc2ccccc2)n(C)c1=O	0	0	-1%	-3%	-12%	2.8%	-5%	0%	0%
C=CCOc1ccc(C2C(C#N)=C(N)N(Nc3ccccc3)C3=C2C(=O)CCC3)cc1OC (centres undefined)	-1	1	-2%	-17%	-11%	4.7%	26%[57.1 µM]	-8%	?
COc1ccc(NC2=Nc3ccccc3CC2)cc1	-4	-3	-3%	-1%	4%	-0.1%	-6%	1%	-1%
Cc1c(CNC(C)c2ccccc2)c(C(=O)O)c(C)n1Cc1c(F)cccc1Cl (centres undefined)	-7	3	0%	-2%	10%	0.5%	-11%	3%	4%
O=C(CSc1ncnc2c1cnn2-c1ccc(F)cc1)NCc1ccc2c(c1)OCO2	-7	-2	-9%	-4%	3%	0.4%	-1%	-2%	0%
Cc1onc(C(=O)Nc2sc3c(c2C(N)=O)CCCC3)c1[N+](=O)[O-]	-11	4	4%	-14%	-15%	-18%	-7%	-7%	-3%
CC(C)N(C(C)C)S(=O)(=O)c1ccc(N2CCc3ccccc3C2)nc1	-8	1	7%	-24%	2%	1.6%	10%	2%	-19%
COc1ccccc1N1CCN(C(c2ccccn2)c2nnnn2C2CCCCC2)CC1 (centres undefined)	-2	-3	-3%	-3%	-1%	0.4%	-4%	-13%	-4%
CCOC(=O)N1CCN(C(=O)CN(c2ccccc2OC)S(=O)(=O)c2ccc(C)cc2)CC1	-9	9	-3%	-7%	0%	-0.2%	7%[57.1 µM]	3%	-1%

# Next results
SMILES,LDHA block,PI4K2A inh,Glioma ERSR ind,USP1-UAF1 inh,IDH1 R132H inh,RXFP1 ag,TrxR1 substrate,Vif-A3F inh,Vif-APOBEC3G blk
Cc1cc(-n2c(C)nc3ccccc3c2=O)ccc1NC(=O)c1ccc([N+](=O)[O-])cc1,-3,1,-2%,-8%,-10%,-0.1%,5%[57.1 µM],1%,-2%
O=C(NCc1ccc(Cl)cc1)N1CCN(S(=O)(=O)c2ccccc2)CC1,-3,-1,0%,-27%,-2%,2.1%,8%,2%,1%
CCCSc1nc2sc3c(c2c(=O)n1CC)CC(C)(C)OC3,-6,5,-3%,-14%,6%,2.6%,-2%,1%,0%
CN(CC(O)CN)CC(O)CN1CCCCC1 (centres undefined),-4,-4,-2%,-18%,2%,-0.8%,2%[57.1 µM],2%,1%
CCC(C)NC(=O)Cn1c(=O)n(-c2ccc(OC)cc2)c(=O)c2ccc(C(=O)NCc3ccc(C)cc3)cc21 (centres undefined),-19,5,-3%,-7%,-6%,3.9%,5%[57.1 µM],0%,-1%
NS(=O)(=O)c1ccc(CCNC(=O)c2cccc3ccccc23)cc1,-2,-20,-1%,-13%,5%,0.3%,-1%[57.1 µM],22%,0%
CCOC(=O)c1ccc(CN2C(=O)c3ccccc3S2(=O)=O)cc1,2,-5,-2%,-14%,0%,-0.9%,-3%,8%,-2%
O=C(COC(=O)/C=C/c1ccc(OC(F)F)cc1)NC1CCCCCCC1,-2,5,-3%,-18%,9%,-0.7%,-1%,6%,-2%
O=C(NCCCn1ccnc1)c1ccc(S(=O)(=O)N2CCCCCC2)cc1,-1,-2,1%,1%,-2%,3.2%,-11%,9%,1%
CCc1ccccc1NC(=O)CN(C)C(=O)COC(=O)c1c(Cl)cccc1Cl,-9,-3,-4%,2%,-2%,-0.3%,-3%,-3%,0%
CCOC(=O)C(Cc1nc(OCc2ccccc2)cc(OCc2ccccc2)n1)=NO,1,2,0%,?,3%,·,6%[11.4 µM],0%,-12%
COc1ccc(-n2nnc3c(=O)n(CC(=O)Nc4cc(C)on4)cnc32)cc1,-18,2,-5%,-19%,-4%,-1.2%,10%,-10%,-6%
COC(=O)c1sc2nc(C)nc(SCC(=O)Nc3sccc3C(N)=O)c2c1C,-7,-3,3%,1%,-4%,6.0%,3%,?,-7%
CC(C)OC(=O)CN1CCN(S(=O)(=O)c2cc(Cl)ccc2Cl)CC1,-2,-6,-2%,-2%,-3%,0.9%,4%[57.1 µM],-7%,2%

# 3 compounds from above, arranged by count of non-hydrogen atoms, ascending:
SMILES,LDHA block,PI4K2A inh,Glioma ERSR ind,USP1-UAF1 inh,IDH1 R132H inh,RXFP1 ag,TrxR1 substrate,Vif-A3F inh,Vif-APOBEC3G blk
CCCSc1nc2sc3c(c2c(=O)n1CC)CC(C)(C)OC3,-6,5,-3%,-14%,6%,2.6%,-2%,1%,0%
COc1cc(CSc2ncc(CO)n2Cc2ccc(C)cc2)cc(OC)c1,3,-1,-3%,-1%,1%,-0.3%,3%[57.1 µM],3%,4%
CCOC(=O)C(Cc1nc(OCc2ccccc2)cc(OCc2ccccc2)n1)=NO,1,2,0%,?,3%,·,6%[11.4 µM],0%,-12%
